Bioassay records (PubChem BioAssay)
APE1 inh: qHTS Assay for Inhibitors of the Human Apurinic/apyrimidinic Endonuclease 1 (APE1); Potency, µM (series often up to 65.8 µM), for the others: at the top dose activity change, negative = inhibition, hits mostly inhibitors; 350,000 compounds, 0.35% hits; recombinant APE1, TAMRA/BHQ-2 abasic DNA cleavage fluorescence; DNA repair nuclease/redox regulator APEX1 (Homo sapiens), P27695;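 also: potency is read from the fitted curve at half-maximal effect; plate controls were vehicle for no effect and reference inhibitor for full effect; nearly all actives have a fitted effect of over 55% in size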
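Activity was derived from the fluorescence gain between first and third kinetic reads (60 s intervals, ex 525/em 598 nm) after 50 nM THF-abasic TAMRA/BHQ-2 duplex was added to 0.75 nM APE1 preincubated 15 min with compound.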
Pol beta inh: qHTS Assay for Inhibitors of DNA Polymerase Beta | 340,000 compounds, 1.3% hits | Pol beta primer extension/strand displacement, fluorescence kinetic | AID 485314, 2010 | Potency, µM (doses to about 114 µM), for inactives: at the top dose activity change, negative = inhibition, actives largely listed as inhibitors | P06746; also: potency is read from the fitted curve at half-maximal effect; % is scaled to controls: 0 for no effect and ±100 for the full control effect
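10 nM enzyme + cpd, 15 min RT; start with substrate 50 nM final; read 0 min and after 10 min RT. Corrected, normalized data; 4-parameter Hill curve fit.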
Anesthetic bind: qHTS Assay for Identification of Novel General Anesthetics. Potency, µM (top dose mostly 77.5 µM), for inactives: at the top dose activity change, negative = displacement, most hits filed as inhibitors. 350,000 compounds, 0.074% hits. apoferritin/1-aminoanthracene competitive binding, fluorescence. Ferritin light chain (Equus caballus), P02791; also: potency is read from the fitted curve at half-maximal effect; % is scaled to controls: 0 for no effect and ±100 for the full control effect; nearly all actives have a fitted effect of over 20% in size
Target sequence (P02791 2-175 limits assumed): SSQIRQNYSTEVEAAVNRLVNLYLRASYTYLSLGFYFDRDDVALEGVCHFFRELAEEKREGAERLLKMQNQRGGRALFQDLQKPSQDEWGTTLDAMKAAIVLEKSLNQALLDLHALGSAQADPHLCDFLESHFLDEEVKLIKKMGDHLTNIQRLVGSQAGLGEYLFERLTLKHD
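Concentration-response curves derived by four-parameter Hill fitting of normalized fluorescence, where compounds displaced 1-AMA from 10 uM horse apoferritin following a brief 10 min room-temperature incubation; propofol titration acted as positive control.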
TRHR ag: qHTS for Small Molecule Agonists and Allosteric Enhancers of Human TRH Receptor: Primary Screen for Agonists. activation, % at 2 µM. TRHR cells, calcium flux fluo-8, FDSS agonist mode. 360,000 compounds, 0.18% hits. AID 493084, 2011; in the data active = activation above about 30%; also: 0% is about no effect
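Read-out: compound-evoked intracellular calcium rise in TRHR cells, fluo-8 dye, kinetic FDSS fluorescence at 1 s/cycle following a 10-cycle baseline. Cells cultured overnight before dye loading (30 min–1.5 h, RT).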
BLM helicase inh: qHTS Assay for Inhibitors of Bloom's syndrome helicase (BLM); Potency, µM (series often up to 56.1 µM), for the others: at the top dose activity change, negative = inhibition, usual class: inhibitors; recombinant BLM DNA unwinding, fluorescence dequenching; RecQ-like DNA helicase BLM (Homo sapiens), P54132; AID 2528, 2010; 350,000 compounds, 0.2% hits;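 also: potency is read from the fitted curve at half-maximal effect; plate controls were vehicle for no effect and no enzyme for full effect; nearly all actives have a fitted effect of over 35% in size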
ALOX12 inh: Primary qHTS assay for inhibitors of human arachidonate 12S-lipoxygenase (ALOX12): Round 2 | Potency, µM (series often up to 108 µM), for the others: top-dose activity change, negative = inhibition, hits mostly inhibitors | Polyunsaturated fatty acid lipoxygenase ALOX12 (Homo sapiens), P18054 | purified 12hLO, xylenol orange hydroperoxide absorbance | 580,000 compounds, 1.1% hits; also: potency is read from the fitted curve at half-maximal effect; % is scaled to controls: 0 for no effect and ±100 for the full control effect
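Purified human 12hLO (150 nM final) in 25 mM Hepes, 0.01% Triton X-100, pH 7.0 was preincubated 15 min at room temperature with compound. Then 40 uM arachidonic acid was added, 30 min. Hydroperoxide was read by Fe-XO absorbance ratio 573/405 nm.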
Pol iota inh: qHTS for Inhibitors of Polymerase Iota. DNA polymerase iota (Homo sapiens), Q9UNA4. Pol iota fluorescent replication assay, 10 min. Potency, µM (top dose mostly 115 µM), for the others: top-dose activity, negative = inhibition, usual class: inhibitors. 390,000 compounds, 1% hits. AID 588590, 2011; also: potency is read from the fitted curve at half-maximal effect
Target sequence (Q9UNA4 whole entry, looked up): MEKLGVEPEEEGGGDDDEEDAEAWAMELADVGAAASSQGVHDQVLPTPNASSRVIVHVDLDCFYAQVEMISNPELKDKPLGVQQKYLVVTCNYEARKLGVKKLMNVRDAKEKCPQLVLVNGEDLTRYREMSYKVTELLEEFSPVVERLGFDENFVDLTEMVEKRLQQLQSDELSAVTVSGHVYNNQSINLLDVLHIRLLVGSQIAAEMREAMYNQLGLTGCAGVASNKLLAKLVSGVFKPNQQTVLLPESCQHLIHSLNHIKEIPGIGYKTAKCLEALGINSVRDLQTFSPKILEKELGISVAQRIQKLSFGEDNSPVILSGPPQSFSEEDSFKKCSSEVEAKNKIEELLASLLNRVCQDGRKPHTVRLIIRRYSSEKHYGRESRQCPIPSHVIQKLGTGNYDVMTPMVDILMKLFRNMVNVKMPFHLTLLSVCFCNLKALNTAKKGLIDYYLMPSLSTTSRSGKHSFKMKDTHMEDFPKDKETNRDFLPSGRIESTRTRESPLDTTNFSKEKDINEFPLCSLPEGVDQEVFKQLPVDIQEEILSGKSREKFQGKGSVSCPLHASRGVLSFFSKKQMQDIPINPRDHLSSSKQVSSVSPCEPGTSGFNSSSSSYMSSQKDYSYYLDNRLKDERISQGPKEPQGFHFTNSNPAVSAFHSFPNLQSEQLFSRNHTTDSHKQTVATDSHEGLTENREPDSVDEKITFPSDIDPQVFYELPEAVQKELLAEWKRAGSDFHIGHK
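Pol iota at 10 nM preincubated 15 min with compounds at room temperature; reaction started with fluorescent substrate, 50 nM final. Fluorescence read kinetically at 0 and 10 min; buffer-only wells as negative control.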
ERG-DNA inh: qHTS for Small Molecule Inhibitors of the ERG Ets/DNA interaction | fluorescence polarization, His-ERG Ets domain / labelled DNA | 370,000 compounds, 0.028% hits | Transcriptional regulator ERG (Homo sapiens), P11308 | Potency, µM (top dose mostly 76.9 µM), for the others: at the highest dose FP activity, negative = inhibition, most hits filed as inhibitors; active = well fitted inhibition curve with a large enough effect in the polarisation, with a control signal flat; inconclusive = small, poorly fitted or top-dose-only effect, or effect the other way, or a change in a side signal; inactive = no such curve, though single readings can be large or run the other way; the % refers to the polarisation;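 also: polarization taken with two DNA probes labelled with fluorescein and Texas red; potency is read from the fitted curve at half-maximal effect; % of control where 0% means no effect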
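His-tagged ERG Ets domain (1 uM in the protein solution; 300mM KCl, 50mM Tris-HCl, 1mM EDTA, 1mM DTT, pH 7.5) received compound, then a probe mix of 5 nM fluorescein-DNA and 100nM Texas-615-DNA. Fluorescence polarization was read for both dyes.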
POLK inh: qHTS for Inhibitors of Polymerase Kappa | DNA polymerase kappa (Homo sapiens), Q9UBT6 | purified Pol kappa, fluorescent DNA synthesis assay, 10 min | Potency, µM (titrated, usually from 107 µM), for inactives: top-dose activity, negative = inhibition, most hits filed as inhibitors | 400,000 compounds, 0.53% hits | AID 588579, 2011; also: potency is read from the fitted curve at half-maximal effect; % is scaled to controls: 0 for no effect and ±100 for the full control effect
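Kinetic fluorescence screen: compound preincubated 15 min RT with 10 nM enzyme; 50 nM substrate (final) initiates; reads at 0/10 min.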
Starred values were filed as active, the others as inactive; ? = inconclusive; nt = not tested or not shown; & = joins results of further samples; [ ] = remark or other dose. Unless noted, calls follow the shape of the dose curve; as a rule, active = well fitted curve in the direction sought with a large enough effect; inconclusive = small, poorly fitted or top-dose-only effect, or another doubt; inactive = no such curve, though single readings can be large; an effect the other way counts as inactive or inconclusive. These rows are one share of the data (hit frequency here may not be typical).

SMILES	APE1 inh	Pol beta inh	Anesthetic bind	TRHR ag	BLM helicase inh	ALOX12 inh	Pol iota inh	ERG-DNA inh	POLK inh
COCCN(C(=O)COC(=O)c1cc(C)n(-c2ccccc2)c1C)c1c(N)n(Cc2ccccc2)c(=O)[nH]c1=O	9%	nt	nt	0.2	nt	2%	17%	-1%	-16%
Cn1nc(-c2ccc(NCCO)c([N+](=O)[O-])c2)c2ccccc2c1=O	-3%	?	-8%	-0.4	-1%	-13%&16%	22%	7%	-21%
Cc1cc(NC(=O)C2CCN(C(=O)c3ccco3)CC2)ccc1Br	-3%	nt	nt	-1.0	nt	?	5%	1%	-3%
OC[C@H]1O[C@H](OC[C@H]2O[C@H](OC[C@H]3O[C@H](O[C@]4(CO)O[C@H](CO)[C@@H](O)[C@@H]4O)[C@H](O)[C@@H](O)[C@@H]3O)[C@H](O)[C@@H](O)[C@H]2O)[C@H](O)[C@@H](O)[C@H]1O	2%	nt	nt	0.1	nt	2%	16%	1%	0%
CCOC(=O)c1c(C)nc2sc3c(=O)n(-c4ccc(C(C)=O)cc4)cnc3c2c1-c1ccc(OC)cc1	-1%	-11%	-1%	-0.2	-5%	380%[activator]	6%	-8%	-9%
CCOC(=O)CNC(=S)N(CCCN1CCN(C)CC1)Cc1cccs1	-1%	4%	10%	0.6	-6%	10%	?	3%	-9%
CCN(CC)C(=O)Cc1cc(C(=O)O)c2ccccc2n1	-1%	4%	1%	0.1	-2%	-9%	-1%	nt	-3%
CN(C)Cc1c(C(=O)N/N=C/c2ccccc2OCc2c(F)cccc2Cl)nnn1-c1nonc1N	-4%[12.4 µM]	6%	-3%	1.0	2%	7%	43%[activator]	-6%	-8%
O=C1OCCN1N1CCOC1=O	nt	nt	nt	nt	nt	-56%	40%[activator]	-10%	0%
O=S(=O)(Nc1ccncc1Cl)c1cc(Cl)ccc1Cl	15%	8%	13%	0.0	-1%	0%	?	1%	-2%
CC(=O)Nc1cccc(N2C(=O)CCC2=O)c1	-2%	24%	-4%	-0.2	-1%	0%	-1%	13%	-6%
CCOc1cc(C(=O)N2CCN(C/C=C/c3ccccc3)CC2)cc(OCC)c1OCC	-2%	7%	?	-0.5	-8%	0%	9%	nt	-5%
COc1ccc(-c2cc(=O)oc3cc(OCC(=O)NCC4CCC(C(=O)O)CC4)ccc23)cc1 (configuration not stated)	44%	5%	-8%	-0.1	1%	0%	-2%	3%	-6%
COc1ccc(CCn2c(C)cc(C(=O)COC(=O)c3ccc(NC(=O)CC#N)cc3)c2C)cc1	-5%	13%	-10%	2.2	-11%	nt	?	-4%	?
CCOC(=O)c1cc(CNC(=O)c2c(C)oc3c2CCCC3)c(C)o1	2%	21%	-18%	-0.3	1%	-1%	4%	1%	-20%
COc1ccc(CNS(=O)(=O)c2cc3c(cc2C)n(C)c(=O)c(=O)n3C)cc1	nt	26%	-15%	0.4	0%	-19%	33%[activator]	1%	-8%
COc1cccc(NC(=O)c2cccc(S(=O)(=O)N3CCN(Cc4ccccc4)CC3)c2)c1	-7%	nt	nt	2.9	nt	-13%	?	15%	-11%
Cn1ccc(NC(=O)c2ccc(Cl)cc2)n1	20%	nt	nt	-1.3	nt	434%[activator]	53%[activator]	-8%	-2%
COCCCNC(=O)CSC1=Nc2ccccc2C2=NC(c3ccccc3)C(=O)N12 (configuration not stated)	-5%	3%	-5%	0.6	-3%	0%	19%	-9%	7%
CCOC(=O)c1c(N2C(=O)Nc3ccccc3N2O)n[nH]c1-c1cccc(Cl)c1	-4%	17%	-7%	-0.5	-11%	-10%	48%[activator]	0%	-6%
COc1ccc(C(=O)N2CCC3(CC2)CCN(c2ccccc2)CC3)cc1	3%	nt	nt	nt	-1%	?	nt	nt	-3%[60.1 µM]
Cc1cc(C)cc(NC(=S)NCc2cccs2)c1	-2%	-10%	-11%	-0.8	-4%	?	2%	-15%	-17%
COc1ccc(N2CCN(C(=O)NC(=O)c3ccc(Cl)cc3)CC2)cc1	8%	-23%	-8%	-0.5	1%	89%[activator]	-8%	-7%	-11%
Cc1ccc(C(=O)CSc2ccc(-c3cccnc3)nn2)cc1	-5%	-24%	-3%	-0.2	-16%	0%	2%	7%	-13%
O=c1[nH]c(SCc2cccc(Cl)c2)nc2ccccc12	-1%	8%	-16%	0.8	-3%	-1%	-19%	-7%	4%
CCCN1C(=O)c2ccccc2NC1c1ccc(OC)cc1OC (configuration not stated)	10%	8%	1%	-1.1	-5%	21%	?	nt	-5%[60.1 µM]
CC(=O)N1CCN(S(=O)(=O)c2cccc(C(=O)NNC(=O)COc3ccc(F)cc3)c2)CC1	-6%	nt	nt	0.9	nt	-19%	-10%	17%	-22%
Cc1cc(Cl)ccc1NC(=S)NC(C)(C)C	-5%	58%[activator]	-12%	0.2	0%	-10%	4%	5%	-4%
O=C(Nc1ccc(C(=O)OC2CCCCC2)cc1)c1ccncc1	3%	-10%	?	0.6	-15%	-10%	5%	1%	-3%
Cc1cc(=O)oc2cc(NC(=O)C(C)N3C(=O)C4CCCCC4C3=O)ccc12 (configuration not stated)	24%	nt	nt	0.3	nt	11%	63%[activator]	-18%	-18%
Cn1nc(C(=O)Nc2ccc(F)c(Cl)c2)c2c1-c1ccccc1S(=O)(=O)C2	nt	14%	-7%	-0.9	-3%	2%	-14%	-4%	-14%
Cc1cc(C(C)(C)C)ccc1OC(=O)C1=CC=CN2CCS(=O)(=O)N=C12	3%	nt	nt	-0.2	nt	-4%	16%	-9%	-1%
Cc1ccc(C)c(CN2C(=O)c3ccccc3S(=O)(=O)c3ccc(C(=O)NCCC4=CCCCC4)cc32)c1	nt	3%	-8%	0.8	-7%	-19%	-3%	3%	-15%
CC(=O)Nc1cccc(C(=O)NNC(=O)c2n[nH]c(=O)c3ccccc23)c1	-6%	nt	nt	-0.1	nt	18%	-8%	0%	-3%
COc1ccc(-c2cc(C(F)(F)F)nc(NCc3ccccc3)n2)cc1OC	nt	0%	-13%	0.0	-8%	?	5%	-4%	-2%
CCCCn1nc(C(=O)NCC2COc3ccccc3O2)c2ccccc2c1=O (configuration not stated)	3%	nt	nt	0.5	nt	-20%&5%	5%	4%	-7%
N#C/C(=C\c1cccnc1)C(=O)Nc1ccc(S(N)(=O)=O)cc1	12%	25%	-8%	0.6	-4%	-11%	41%[activator]	6%	-8%
Fc1ccc2ncc3c(-c4ccccc4)n[nH]c3c2c1	nt	2%	-2%	-0.5	-3%	?	-3%	3%	-1%[60.1 µM]
CCN1CCN(Cc2c(O)ccc3oc(C)c(C(=O)Nc4ccc(C)cc4C)c23)CC1	nt	20%	-1%	-0.6	1%	-7%	-6%	0%	-17%
Clc1ccsc1-c1ccc2ccccc2n1	20%	22%	?	1.8	-3%	?	-6%	3%	9%
c1ccc(Cc2nnc3sc(-c4ccncc4)nn23)cc1	-1%	-7%	-3%	-0.1	0%	?	-1%	-5%	-6%
Cc1sc2ncn(CC(=O)NCCCC(=O)N3CCN(c4ccccc4F)CC3)c(=O)c2c1C	-12%	0%	-10%	0.0	0%	-2%	115%[activator]	-14%	-2%
COCCn1c(=NC(=O)c2nc3ccccc3s2)sc2cc(S(C)(=O)=O)ccc21	5%	-12%	-9%	0.3	-3%	-24%	-19%	6%	2%
C(CCc1nn[nH]n1)CCC1CCCCC1	nt	nt	nt	nt	nt	-9%	17%	-11%	-13%
COc1ccc(C(=O)Oc2ccc(C(c3c(C)[nH][nH]c3=O)c3c(C)[nH][nH]c3=O)cc2)cc1	nt	16%	0%	-0.1	-4%	?	?	1%	-7%
N/C(Cc1cccc2ccccc12)=N\OC(=O)c1ccc(Br)o1	-1%	1%	-18%	4.6	-12%	?	nt	nt	nt
O=C(COc1ccc(F)cc1)Nc1ccccc1C(=O)OCc1cc(=O)n2ccsc2n1	nt	?	-7%	1.1	-7%	?	?	0%	-13%[60.1 µM]
O=C(Nc1cccc(NC(=O)c2ccc(-c3ccc(Br)cc3)o2)c1)c1ccco1	1%	?	5%	0.2	-5%	0%	-14%	-4%	-5%
CCCCn1c(N)c(N(CC(C)C)C(=O)c2cc(-c3ccncc3)nc3ccccc23)c(=O)[nH]c1=O	-17%	nt	nt	1.6	nt	?	9%	10%	-10%
COC(=O)c1ccc(C2C(Oc3ccccc3)C(=O)N2CCc2ccc(F)cc2)cc1 (configuration not stated)	14%	19%	-5%	3.2	-7%	-30%	-1%	0%	-14%
COc1ccc(CNC2CCN(Cc3ccccc3)CC2)cc1	29%	15%	-4%	2.3	1%	10%	?	-12%	1%
CCCN1CC(=O)N2C(c3cccc(OC)c3OC)c3[nH]c4ccccc4c3C[C@H]2C1=O (some centres not stated)	56%	11%	-10%	5.0	-1%	2%	-6%	-9%	-6%
